p53ts 32C kill – kills p53ts cells at the permissive temperature; H1299-p53A138V at 32C, ATP luminescence viability, 24 h; 0.93% of 130,000 active; Potency, µM (doses to about 46.1 µM), without a hit: top-dose activity change, negative = cytotoxicity, most hits filed as cytotoxic; active = well fitted cell-killing curve with a large enough effect; inconclusive = small, poorly fitted or top-dose-only effect; inactive = no such curve, though single readings can be large or run the other way;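 note: 0% = DMSO and -100% = full killing by reference compound; nearly all actives have a fitted effect of over 55% in size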
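ATP-content luminescence (ATPlite) read-out after 24 h compound exposure at 32C in H1299-p53A138V cells (600/well). Tested up to 46 uM. Normalized to DMSO (0%) and 100 uM tamoxifen (100% killing); Hill-fit AC50.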
* = called active by the depositor; ? = inconclusive. Potency is the fitted concentration of half-maximal effect. A portion of the library, so the mix of outcomes need not match the whole.

SMILES	p53ts 32C kill
CCOc1ccc(-c2cc(C(=O)N3CCN(S(=O)(=O)c4cc(Cl)ccc4OC)CC3)[nH]n2)cc1	1.3%
CCc1ccc(CNC(=O)CCCN2C(=O)c3cccnc3Oc3ccc(Cl)cc32)cc1	5.0%
COc1ccc(-c2noc(N3CCN(c4cccc(C)c4C)CC3)n2)cc1OC	-1.4%
CC(CNC(=O)CN1C(=O)c2cccnc2Oc2ccc(Cl)cc21)c1ccccc1 (stereo unspecified)	-1.8%
CCCn1c2ccccc2c2cnn(CC(=O)NCC3CCN(Cc4ccc(F)cc4)CC3)c(=O)c21	-13.6%
CC(C)NC(=O)c1ccc(Cn2c(SCc3ccc(F)cc3)nc3cccnc32)cc1	?
CCc1ccccc1NC(=O)Cn1c(=O)n(-c2ccc(C)cc2)c(=O)c2c1c1cc(C)ccc1n2C	-10.9%
Cc1ccc(NS(=O)(=O)c2cc3[nH]c(=O)c(=O)[nH]c3cc2C)cc1Cl	7.0%
CC1CCCN(c2ncnc3c2nc2n3CCCCC2)C1 (stereo unspecified)	-18.0%
Cc1ccc(S(=O)(=O)c2cn(C)c3cc(N4CCCC(C)C4)c(F)cc3c2=O)c(C)c1 (stereo unspecified)	-10.3%
CSc1ncc(C(=O)Nc2ccc(F)cc2F)c(-c2ccccc2)n1	4.4%
CN(C(=O)C1CCCN(c2ncnc3c2nc2n3CCCCC2)C1)c1ccccc1F (stereo unspecified)	-6.4%
Cn1cc(S(=O)(=O)c2ccccc2)c(=O)c2cc(F)c(N3CCCCCC3)cc21	0.7%
CCN(CC)CCN(C(=O)c1ccco1)c1nc2cc(C)cc(C)c2s1	-11.2%
COc1cccc(CNS(=O)(=O)c2cc3[nH]c(=O)c(=O)[nH]c3cc2C)c1	-7.2%
O=C(NCc1ccco1)c1ccc(Cn2c(SCc3ccc(F)cc3)nc3cccnc32)cc1	?
CCN(Cc1ccccc1)C(=O)c1nc(-c2cccc(F)c2)n2c1CCCCC2	10.5%
O=C(Nc1ccc(Cl)cc1)N1CCC(CN2CCCC2)CC1	2.4%
CCN1CCC(N(Cc2ccc(F)cc2)C(=O)Nc2cc(Cl)ccc2C(=O)OC)CC1	-10.8%
CC1CCCCN1CCCNC(=O)CN1C(=O)c2cccnc2Oc2ccccc21 (stereo unspecified)	-0.7%
COc1ccc(-c2noc(N3CCN(c4cccc(Cl)c4)CC3)n2)cc1OC	-0.5%
CCN(C(=O)C1CCCN(c2ncnc3c2nc2n3CCCCC2)C1)c1cccc(Cl)c1 (stereo unspecified)	-2.4%
COc1ccccc1CNS(=O)(=O)c1ccc2c(c1)CC(C)N2C(=O)C1CCC1 (stereo unspecified)	-9.7%
CN(C)CCN(C(=O)c1ccco1)c1nc2c(F)cc(F)cc2s1	-5.3%
CCS(=O)(=O)N1CC(=O)N(c2ccc(Cl)cc2)C(C)(C(=O)NC2CCCCCC2)C1 (stereo unspecified)	1.1%
CCn1cc(S(=O)(=O)c2cccc(C)c2)c(=O)c2cc(F)c(N3CCCC(C)C3)cc21 (stereo unspecified)	-4.7%
CCOc1ccc(NC(=O)C(CC(C)C)N2Cc3ccccc3C2=O)cc1 (stereo unspecified)	-9.2%
O=C(Cn1cc(S(=O)(=O)Cc2ccccc2F)c2ccccc21)Nc1ccc(F)c(Cl)c1	-12.8%
Cc1ccc(C)c(N2CCN(c3ncnc4c3nc3n4CCCCC3)CC2)c1	2.3%
O=C(NCCc1ccc(Cl)cc1)C1CCN(c2ncnc3c2nc2n3CCCCC2)CC1	-1.3%
CCCn1c2ccccc2c2cnn(CC(=O)Nc3ccc(C)cc3Br)c(=O)c21	-5.1%
CCOC(=O)C1=C(CN2CCC(C)CC2)NC(=O)NC1c1ccc(F)cc1 (stereo unspecified)	1.6%
COc1ccc(-c2cn3nc(N4CCC(C(=O)NCc5ccc(F)cc5)CC4)sc3n2)cc1	-9.9%
COc1ccccc1CNC(=O)CN1C(=O)CCCc2ccccc21	3.7%
O=C(Cn1cc(S(=O)(=O)Cc2ccc(F)cc2)c2ccccc21)NCCc1ccccc1	-8.6%
CN(C)c1ccc(CNC(=O)CN2C(=O)c3cccnc3Oc3ccc(Cl)cc32)cc1	-6.1%
CN(C)c1ccc(CNC(=O)Cn2c(-c3cccs3)cc3cc(Cl)ccc32)cc1	-4.5%
O=C(NCCc1ccccc1)c1ccc(CSc2nc3cccnc3n2Cc2ccc(F)cc2)cc1	15.0%
O=C(Nc1ccc(Br)cc1F)N1CCC(CN2CCCC2)CC1	-3.6%
CCN(CC)CCNC(=O)CN1C(=O)c2cccnc2Oc2ccc(C)cc21	-9.7%
CCCn1c2ccccc2c2cnn(CC(=O)N3CCC(C)CC3)c(=O)c21	-2.9%
CC(=O)N1c2ccc(S(=O)(=O)Nc3ccc(C)c(Cl)c3)cc2CC1C (stereo unspecified)	-4.7%
O=C(Nc1ccc(Br)cc1F)N1CCC(CN2CCc3ccccc3C2)CC1	-11.5%
CC(C)N(Cc1ccccc1)C(=O)Cn1ncc2c([nH]c3ccccc32)c1=O	-3.2%
CCS(=O)(=O)N1CC(=O)N(c2ccc(C)c(C)c2)C(C)(C(=O)NC2CCCCC2)C1 (stereo unspecified)	6.9%

Molecules shown so far that have a furan ring, fused or not (three):
SMILES	p53ts 32C kill
CCN(CC)CCN(C(=O)c1ccco1)c1nc2cc(C)cc(C)c2s1	-11.2%
O=C(NCc1ccco1)c1ccc(Cn2c(SCc3ccc(F)cc3)nc3cccnc32)cc1	?
CN(C)CCN(C(=O)c1ccco1)c1nc2c(F)cc(F)cc2s1	-5.3%

The main list resumes, repeating the 2 entries before the break.
SMILES	p53ts 32C kill
CC(C)N(Cc1ccccc1)C(=O)Cn1ncc2c([nH]c3ccccc32)c1=O	-3.2%
CCS(=O)(=O)N1CC(=O)N(c2ccc(C)c(C)c2)C(C)(C(=O)NC2CCCCC2)C1 (stereo unspecified)	6.9%
O=C(NCc1cccs1)c1ccc(CSc2nc3cccnc3n2Cc2ccccc2)cc1	-10.8%
COc1ccc(CNC(=O)C2=C(C)C(=O)OC23CCN(C(C)=O)CC3)cc1	-6.2%
COC(=O)c1ccccc1NC(=O)c1nc(-c2ccc(Cl)cc2)n2c1CCCCC2	4.6%
COc1ccc(C)cc1NC(=O)N1CCC(CN2CCC(C)CC2)CC1	-3.3%
Cc1ccc(NC(=O)C(Cc2ccccc2)N2Cc3ccccc3C2=O)cc1Cl (stereo unspecified)	-6.4%
O=C(NCc1cccc(F)c1)c1ccc(CN2CC(=O)N3CCCCC3C2=O)cc1 (stereo unspecified)	16.2%
CCCCn1cc(S(=O)(=O)c2ccc(Cl)cc2)c(=O)c2cc(F)c(N3CCCCC3)cc21	-14.6%
COCCCNC(=O)c1ccc(CSc2nc3cccnc3n2Cc2ccc(OC)cc2)cc1	-11.3%
CCOc1cccc2sc(N(CCN(CC)CC)C(=O)c3ccco3)nc12	3.6%
Cc1cc(Nc2cccc(Cl)c2)nc2ccc(NC(=O)c3cncc(Br)c3)cc12	-24.9%
COc1ccc(NC(=O)Cn2c(SCc3ccc(F)cc3)nc3cccnc32)cc1OC	?
COc1ccc(CC(=O)Nc2ccc3nc(Nc4cccc(Cl)c4)cc(C)c3c2)cc1OC	-2.1%
Cc1ccc(NC(=O)Cn2cc(S(=O)(=O)Cc3ccccc3)c3ccccc32)cc1C	-4.6%
CCCn1c2ccccc2c2cnn(CC(=O)NCCN(CC)CC)c(=O)c21	-11.6%
Cc1ccc(N(C)C(=O)CC(C)S(=O)(=O)c2ccc3c(c2)NC(=O)CO3)cc1 (stereo unspecified)	15.7%

The list goes on; it opens with the 5 that closed the last part.
SMILES	p53ts 32C kill
COc1ccc(NC(=O)Cn2c(SCc3ccc(F)cc3)nc3cccnc32)cc1OC	?
COc1ccc(CC(=O)Nc2ccc3nc(Nc4cccc(Cl)c4)cc(C)c3c2)cc1OC	-2.1%
Cc1ccc(NC(=O)Cn2cc(S(=O)(=O)Cc3ccccc3)c3ccccc32)cc1C	-4.6%
CCCn1c2ccccc2c2cnn(CC(=O)NCCN(CC)CC)c(=O)c21	-11.6%
Cc1ccc(N(C)C(=O)CC(C)S(=O)(=O)c2ccc3c(c2)NC(=O)CO3)cc1 (stereo unspecified)	15.7%
CCCn1cc(S(=O)(=O)c2ccc(OC)cc2)c(=O)c2cc(F)c(N3CCCC(C)C3)cc21 (stereo unspecified)	-3.0%
CCOC(=O)c1cccc(NC(=O)N2CCC(CN3CCCCCC3)CC2)c1	-4.6%
CSc1cccc(NC(=O)C2CCN(c3ncnc4c3nc3n4CCCCC3)CC2)c1	-6.9%
COC(=O)c1ccccc1NC(=O)c1cn2c3c(ccc(Cl)c3c1=O)OC(C)C2 (stereo unspecified)	-5.5%
CCCn1cc(S(=O)(=O)c2cccc(Cl)c2)c(=O)c2cc(F)c(N3CCCC3)cc21	-9.8%
CCCn1c2ccccc2c2cnn(CC(=O)N3CCN(c4ccccc4F)CC3)c(=O)c21	-1.1%
COc1cccc(NC(=O)CC(C)S(=O)(=O)c2ccc3c(c2)NC(=O)CO3)c1 (stereo unspecified)	0.3%
COc1ccccc1CC(=O)Nc1ccc2nc(Nc3cccc(C(F)(F)F)c3)cc(C)c2c1	-10.8%
COc1ccc(-c2cn3nc(N4CCC(C(=O)Nc5ccc(C)cc5)CC4)sc3n2)cc1	-19.8%
O=C(CN1C(=O)c2cccnc2Oc2ccc(Cl)cc21)NCCc1ccccc1	-3.5%
Cc1ccc(-n2c(=O)c3c(c4cc(C)ccc4n3C)n(CC(=O)NCCC3=CCCCC3)c2=O)cc1	-2.8%

Screening data (PubChem)
